Source: PubChem (NMMLSC)
ABCB1 inh: human ABCB1 inhibition, ABCG2 as counter-screen; P08183; CCRF-Adr cells, JC-1 efflux, flow cytometry; inhibition, % at 6.6 µM; 190,000 compounds, 0.067% hits; in the data active = inhibition above about 40%;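 also: 0% = vehicle and 100% = reference inhibitor; higher value means more JC-1 retained so stronger ABCB1 efflux block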
Bcl-B Bim block: human Bim-Bcl-B interaction inhibition; Q9HD36; bead-based flow cytometry, Bim peptide-Bcl-B binding; inhibition, % at 10 µM; 190,000 compounds, 0.073% hits; AID 951;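 also: 0% = tracer peptide without compound and 100% = reference inhibitor peptide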
Bcl-XL Bim block: human Bim-Bcl-XL interaction inhibition. Q07817. Bim peptide-Bcl-XL binding, bead flow cytometry, fluorescence. inhibition, % at 10 µM. 190,000 compounds, 0.04% hits
Bcl-2 Bim block: inhibitors of Bim-Bcl-2 interaction, human; P10415; Bead-based flow cytometry, Bim peptide-Bcl-2 binding; inhibition, % at 10 µM; 190,000 compounds, 0.06% hits; in the data active = inhibition above about 40%; inconclusive = no clear call, values can overlap the other calls;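 also: 0% = no compound wells with probe peptide and 100% = reference peptide inhibitor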
Mcl-1 Bim block: human Bim-Mcl-1 interaction inhibition | inhibition, % at 10 µM | AID 1009 | 190,000 compounds, 0.1% hits | Bead-based flow cytometry, Bim peptide-Mcl-1 binding;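 also: 0% = no compound tracer wells and 100% = peptide blocker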
RGS7-Gao reg: human RGS7-Galphao interaction regulation; Multiplexed bead flow cytometry, RGS7-Galphao binding; actives lie on both sides; binding response (% of control), % at 10 µM; 220,000 compounds, 0.35% hits; AID 1439; in the data active = binding response below about 49% or above about 150%; inconclusive = no clear call, values can overlap the other calls; inactive = in between;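 also: fluorescent Galphao held in activated GDP-AlF4 state binding bead-coupled RGS7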
ABCG2 block: inhibitors of human ABCG2 transporter, ABCB1 counter-screen. Q9UNQ0. IgMXP3 cells, JC-1 efflux, flow cytometry. inhibition, % at 6.6 µM. 190,000 compounds, 0.1% hits. AID 1325;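 active = inhibition above 80%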;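 also: 0% = DMSO and 100% = nicardipine control wells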
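test system = two drug-resistant human cell lines, ABCG2 and ABCB1 | amount = 3 million cells/mL final, two lines in 1:1 ratio | reagent = JC-1 transporter substrate | doses = one concentration, 6.6 µM final | incubation = 10 min at 25 °C | signal = flow cytometric JC-1 green MFI at 530 nm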
Bim-Bcl-W: human Bim-Bcl-W interaction inhibition; Q92843; bead-based flow cytometry, Bim peptide-Bcl-W binding; inhibition, % at 10 µM; 190,000 compounds, 0.02% hits;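 also: 0% = bound tracer without compound and 100% = peptide blocker; higher means less fluorescent Bim peptide bound to Bcl-W beads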
RGS4-Gao reg: modulates binding of RGS4 to human Galphao; P09471; Multiplexed bead flow cytometry; actives lie on both sides; binding response (% of control), % at 10 µM; 220,000 compounds, 0.33% hits; in the data active = binding response below about 49% or above about 150%; inactive = in between;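 also: fluorescent Galphao activated with aluminum fluoride binding bead-coupled RGS4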
Bfl-1 Bim block: human Bim-Bfl-1 interaction inhibition. inhibition, % at 10 µM. Q16548. AID 1008. 190,000 compounds, 0.12% hits. Bead-based flow cytometry, Bim-Bfl-1 binding inhibition;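 also: 0% = wells without compound plus tracer and 100% = blocker peptide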
RGS8-Gao reg: regulators of human RGS8-Galphao interaction; 220,000 compounds, 0.34% hits; multiplexed bead flow cytometry, RGS8-Galphao binding; actives lie on both sides; response (percent of control binding), % at 10 µM; in the data active = response below about 60% or above about 140%; inactive = in between;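 also: Galphao activated as the GDP aluminium fluoride complex binding bead-coupled RGS8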
Starred values were filed as active, the others as inactive; ? = inconclusive; nt = not tested or not shown. Rule as the data show it, unless noted: active = inhibition above about 40%.

SMILES	ABCB1 inh	Bcl-B Bim block	Bcl-XL Bim block	Bcl-2 Bim block	Mcl-1 Bim block	RGS7-Gao reg	ABCG2 block	Bim-Bcl-W	RGS4-Gao reg	Bfl-1 Bim block	RGS8-Gao reg
Cc1cn(C2OC(COC(=O)c3ccccc3)C(OC(=O)c3ccccc3)C2OC(=O)c2ccccc2)c(=O)[nH]c1=O (stereo not drawn)	2.7	-3	-3	0	-2	99	5	-3	99	-2	101
COc1ccc(N2CCN(C(=O)c3cc(=O)[nH]c4ccccc34)CC2)cc1	0.5	74*	8	80*	25	95	2	1	100	58*	102
Cc1cccc(OCc2nnc(SCC(=O)Nc3cccc(C(=O)N4CCOCC4)c3)n2C)c1C	4.2	-6	-7	-3	-4	101	8	-3	104	-2	101
CN(C)c1nnc(-c2ccc(Cl)cc2)o1	0.2	-2	2	1	0	99	1	3	97	-2	100
Cc1cc(Br)c(NC(=O)COC(=O)CSc2nnc(-c3ccc(Cl)cc3)o2)c(Br)c1	-0.1	-6	-7	-1	-3	103	-1	-4	102	-1	103
CC1=C(C(=O)OCc2ccccc2)C(c2cccnc2)c2c(n(C)c(=O)n(C)c2=O)N1 (stereo not drawn)	0.5	-13	-6	-8	-3	105	10	-2	104	-16	104
COc1ccc(OC)c(C(c2nnnn2CC2CCCO2)N2CCN(C)CC2)c1 (stereo not drawn)	0.1	-5	-4	-8	1	102	-1	2	100	-8	100
Cc1ccccc1CNCc1cccnc1	0.3	-6	2	-13	0	102	0	0	103	-11	102
CC1CCN(S(=O)(=O)c2ccc(NC(=O)CSc3nnnn3C)cc2)CC1	0.6	-12	-8	-8	0	97	6	-1	100	-12	106
Cc1ncoc1C(=O)Nc1ccccc1C(N)=O	-0.2	-6	11	-4	-1	105	1	4	105	-7	104
CSc1ccc(CNC(C)(C)CO)cc1	0.0	-2	-4	-4	-2	105	0	-4	101	-6	101
CC(C)N(C(=O)CN1C(=O)NC2(CCCCCC2)C1=O)C(C)C	0.7	0	0	-1	0	96	1	0	98	0	101
CCOC(=O)c1cnc2ccc(OCC)cc2c1NCc1cccnc1	6.2	-5	-5	-3	-7	107	3	-4	104	-1	105
Cc1ccc(-c2ccc(C(=O)Nc3cccc(F)c3)o2)c2ccccc12	-0.9	-3	-1	0	-2	97	1	2	96	5	90
CCOc1ccc(N2C(=O)Nc3ccccc3C2(O)C(=O)NCc2ccc(C)cc2)cc1 (stereo not drawn)	1.1	0	-2	0	-1	102	3	-1	101	-4	99
Cc1ccc(NC(=O)Cn2cccc2)cc1	0.5	-3	-1	-2	-3	100	2	-2	101	-6	104
COCC(=O)Nc1ncc(S(=O)(=O)c2ccc([N+](=O)[O-])cc2)s1	0.5	-5	-4	-2	-1	91	2	-3	94	-13	73
N=C(N=C(N)N)N1CCc2ccccc21	0.3	0	-1	-1	0	103	2	0	99	-7	100
O=C(Cn1c2c(sc1=O)C1c3ccccc3OCC1CS2)Nc1ccc(Cl)cc1 (stereo not drawn)	0.7	-6	-7	-4	-2	103	1	-5	101	-1	101
COc1cc2c(=O)c(-c3ccc(O)cc3)coc2cc1OC1OC(CO)C(O)C(O)C1O (stereo not drawn)	-0.3	-3	0	1	-1	98	0	3	99	1	101

Some of these compounds in order of molar mass, falling.
SMILES	ABCB1 inh	Bcl-B Bim block	Bcl-XL Bim block	Bcl-2 Bim block	Mcl-1 Bim block	RGS7-Gao reg	ABCG2 block	Bim-Bcl-W	RGS4-Gao reg	Bfl-1 Bim block	RGS8-Gao reg
COc1cc2c(=O)c(-c3ccc(O)cc3)coc2cc1OC1OC(CO)C(O)C(O)C1O (stereo not drawn)	-0.3	-3	0	1	-1	98	0	3	99	1	101
CCOc1ccc(N2C(=O)Nc3ccccc3C2(O)C(=O)NCc2ccc(C)cc2)cc1 (stereo not drawn)	1.1	0	-2	0	-1	102	3	-1	101	-4	99
Cc1ccccc1CNCc1cccnc1	0.3	-6	2	-13	0	102	0	0	103	-11	102

(list continues)
SMILES	ABCB1 inh	Bcl-B Bim block	Bcl-XL Bim block	Bcl-2 Bim block	Mcl-1 Bim block	RGS7-Gao reg	ABCG2 block	Bim-Bcl-W	RGS4-Gao reg	Bfl-1 Bim block	RGS8-Gao reg
CCOC(=O)c1nn(-c2ccc(OCC)cc2)c2nc(CC(C)C)c(C#N)c(=O)n12	0.0	0	3	0	2	96	8	2	98	0	89
COc1ccccc1NC(=O)C/C(C)=N/NC(=O)COc1c(Br)cc(Br)cc1OC	-0.2	-1	-1	-4	-2	95	-1	0	93	-5	107
Cc1ccc(-c2cc(-c3ccccc3Cl)[nH]n2)c(O)c1	-0.2	-6	-4	-8	0	103	4	-2	103	-10	100
CCCN1C2CCCC1CC(NC(=O)NC1CCCCC1)C2 (stereo not drawn)	0.6	-6	-3	-6	-1	104	2	4	103	-11	102
CC(C)c1ccc(C2NC(C(=O)O)CS2)cc1 (stereo not drawn)	0.2	-8	-20	-6	0	114	0	-3	121	-9	114
CC(NC(=O)COC(=O)c1ccc([N+](=O)[O-])s1)c1ccccc1 (stereo not drawn)	0.7	-3	-2	-5	-5	104	14	-3	105	-3	103
COC(=O)c1[nH]c2cc(OC)ccc2c1NC(=O)CCN1CCCC(C)(C)C1	-0.8	-6	-7	-7	-11	99	13	-6	103	-9	101
O=C(/C=C/c1ccc(F)cc1)NCC1(c2ccccc2)CCOCC1	0.3	-1	0	3	1	103	2	2	105	1	124
COc1ccc(Nc2nc(N)nc(CSc3n[nH]c(-c4ccccc4)n3)n2)cc1	0.0	0	-2	0	-1	96	1	0	90	-1	100
CS(=O)(=O)c1ccc(C(=O)Nc2ccc(N3CCOCC3)cc2)c(Cl)c1	0.1	0	-1	-3	-1	97	0	-1	94	-7	98
CCC(=O)Nc1nc2ccccc2n1Cc1ccc(C)cc1	0.5	-5	-4	-4	0	103	3	2	99	-14	106
COc1cnc(-c2ccccc2)nc1Oc1ccccc1C	0.4	1	-1	-1	-4	95	4	6	98	0	104
CCOc1ccccc1C(=O)Nc1nccs1	0.2	7	4	4	1	86	6	4	86	8	87
CC(C)C(c1nnnn1Cc1ccco1)N1CCN(c2cccc(Cl)c2)CC1 (stereo not drawn)	-2.4	0	0	-2	1	98	-2	1	101	-1	103
Cc1cccc(C)c1NC(=S)NN(Cc1ccccc1)c1ccccc1	-0.2	-5	-4	-3	-3	105	0	-7	101	-2	104
CC(=O)c1ccc(NC(=O)C(C)NCc2ccccc2Cl)cc1 (stereo not drawn)	1.3	-3	-2	-10	-3	104	4	-1	102	-11	104
COc1cccc2c(=O)n(CC(=O)N3CCc4ccccc43)ccc12	-2.1	-4	-2	-3	0	104	-3	0	103	-7	103
O=C(CSc1ccc(Cl)cc1)Nc1cccc(-c2nc3ccccc3[nH]2)c1	-0.4	-17	-10	-6	-4	101	5	-8	99	-8	100
Cc1nn(C(C)(C)C)c(OC(=O)c2cccs2)c1Sc1ccccc1	0.3	-7	2	-9	-1	98	0	0	102	-12	102
O=C(CC(NC(=O)c1ccccc1)c1ccccc1)Nc1ccc(F)c(F)c1 (stereo not drawn)	0.2	-6	0	-4	-2	100	3	0	105	-6	100

Among those listed so far, two contain bromine:
SMILES	ABCB1 inh	Bcl-B Bim block	Bcl-XL Bim block	Bcl-2 Bim block	Mcl-1 Bim block	RGS7-Gao reg	ABCG2 block	Bim-Bcl-W	RGS4-Gao reg	Bfl-1 Bim block	RGS8-Gao reg
Cc1cc(Br)c(NC(=O)COC(=O)CSc2nnc(-c3ccc(Cl)cc3)o2)c(Br)c1	-0.1	-6	-7	-1	-3	103	-1	-4	102	-1	103
COc1ccccc1NC(=O)C/C(C)=N/NC(=O)COc1c(Br)cc(Br)cc1OC	-0.2	-1	-1	-4	-2	95	-1	0	93	-5	107

Further structures follow.
SMILES	ABCB1 inh	Bcl-B Bim block	Bcl-XL Bim block	Bcl-2 Bim block	Mcl-1 Bim block	RGS7-Gao reg	ABCG2 block	Bim-Bcl-W	RGS4-Gao reg	Bfl-1 Bim block	RGS8-Gao reg
CCCCNC(=O)N(c1c(N)n(Cc2ccccc2)c(=O)[nH]c1=O)C1CCCC1	1.2	-3	-1	-1	-2	100	3	-1	100	-4	103
CCCCOC(=O)Nc1sc2c(c1C(=O)OC)CCC2	0.2	-7	1	-7	-7	101	1	0	101	11	100
O=C(CN1C(=O)c2ccccc2C1=O)Nc1ccccc1C(=O)NC1CCCCC1	nt	-3	-3	0	4	99	nt	0	105	-10	100
CCOC(=O)C1CCN(C(=O)c2cn(C)c(=O)c3cc(OC)c(OC)cc23)CC1	1.4	-12	-9	-12	-8	103	72	-7	103	-20	101
Cc1cc(C)n(-c2nc(C(F)(F)F)nc3ccccc23)n1	0.7	0	-1	0	1	?	21	0	103	-3	103

Full records, quoted from the list:
Shown for CC(C)C(c1nnnn1Cc1ccco1)N1CCN(c2cccc(Cl)c2)CC1 (stereo not drawn) = ABCB1 inh = -2.4; Bcl-B Bim block = 0; Bcl-XL Bim block = 0; Bcl-2 Bim block = -2; Mcl-1 Bim block = 1; RGS7-Gao reg = 98; ABCG2 block = -2; Bim-Bcl-W = 1; RGS4-Gao reg = 101; Bfl-1 Bim block = -1; RGS8-Gao reg = 103
Shown for CCOc1ccccc1C(=O)Nc1nccs1 = ABCB1 inh = 0.2; Bcl-B Bim block = 7; Bcl-XL Bim block = 4; Bcl-2 Bim block = 4; Mcl-1 Bim block = 1; RGS7-Gao reg = 86; ABCG2 block = 6; Bim-Bcl-W = 4; RGS4-Gao reg = 86; Bfl-1 Bim block = 8; RGS8-Gao reg = 87

Bfl-1 Bim block: hit marks shown above.
Compound | Bcl-B Bim block | Bcl-XL Bim block | Bcl-2 Bim block | Mcl-1 Bim block | RGS7-Gao reg | Bim-Bcl-W | RGS4-Gao reg | Bfl-1 Bim block | RGS8-Gao reg
COc1ccc(N2CCN(C(=O)c3cc(=O)[nH]c4ccccc34)CC2)cc1 | 74* | 8 | 80* | 25 | 95 | 1 | 100 | 58* | 102

Rows were taken by chance; overall some 0.94% were active at least once.
